MEKK3 PB1 HTS – MEKK3-MEK5 PB1 interaction, increase or decrease; Q99759; bead-based flow cytometry, Alexa488-MEK5 binding to MEKK3; actives lie on both sides; 0 = blocked by unlabeled MEK5, 100 = vehicle; binding response (% of control), % at 10 µM; 290,000 compounds, 1.4% hits; AID 1529;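 active means binding response more than 3 SD above or below the average of its plate-row segment, actives on both sides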;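 further: Alexa488 bead fluorescence after subtracting the streptavidin-only scavenger bead signal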
CRFBP-R2 block – CRF-BP/CRF-R2 complex antagonism. 350,000 compounds, 0.59% hits. AID 588475. HEK293 CRF-R2/CRF-BP, CRF-induced calcium fluorescence. inhibition, % at 11.8 µM;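 active means inhibition of the ligand-induced calcium signal above about 50% at the single tested concentration, limit read from the data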
CHRM4 PAM – CHRM4 positive allosteric modulation; P08173; CHO-K1 hM4/Gqi5, Fluo-8 calcium fluorescence, ACh EC20; 0% = ACh EC20, 100% = maximal ACh; activation, % at 3 µM; 360,000 compounds, 0.4% hits; AID 624126;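 active means activation above its plate's cutoff, the mean activation of sample wells plus 3 SD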; further: some results filed as inactive read as strong as hits
Target sequence (P08173 whole entry, looked up): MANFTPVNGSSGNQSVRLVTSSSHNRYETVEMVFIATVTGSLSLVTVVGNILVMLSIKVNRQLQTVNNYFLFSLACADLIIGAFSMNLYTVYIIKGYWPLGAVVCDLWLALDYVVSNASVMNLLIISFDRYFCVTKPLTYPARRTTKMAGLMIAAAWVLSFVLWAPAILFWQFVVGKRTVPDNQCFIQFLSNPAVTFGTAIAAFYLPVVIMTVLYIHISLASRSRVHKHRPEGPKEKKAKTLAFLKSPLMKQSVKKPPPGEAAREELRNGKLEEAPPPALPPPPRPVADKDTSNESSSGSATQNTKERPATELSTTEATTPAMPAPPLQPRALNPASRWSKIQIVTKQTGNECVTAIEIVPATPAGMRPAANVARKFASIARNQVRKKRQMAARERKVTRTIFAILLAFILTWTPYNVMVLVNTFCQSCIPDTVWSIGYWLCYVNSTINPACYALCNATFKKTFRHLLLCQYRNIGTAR
CRFR2-BP ag – CRF-BP/CRF-R2 complex agonism; HEK293 CRF-R2/CRF-BP, calcium dye fluorescence (FLIPR); percent of saturating CRF peptide response; activation, % at 13.2 µM; 350,000 compounds, 0.46% hits;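 active means activation of at least 50%, plus an integration ratio under a set limit after plate pattern correction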;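 further: plate controls were neutral control wells without compound for no effect and CRF at EC100 for full effect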
IDE inh – cellular human IDE inhibition; P14735; 320,000 compounds, 0.41% hits; inhibition, % at 5.59 µM; AID 434962; HEK cells, FAbetaB cleavage, fluorescence polarization;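 active means percent inhibition above the average of all tested compounds plus 3 SD, set per screening campaign, cut at about 16% in these data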;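 further: IDE supplied by intact live HEK cells; FP after avidin binding of uncleaved biotin substrate so inhibition keeps polarization high; 0% = DMSO wells and 100% = 60 µM reference IDE inhibitor Ii1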
GalR3 antag – human GalR3 antagonism | 360,000 compounds, 0.44% hits | HEK293 GalR3-CNG cAMP membrane potential fluorescence; galR3 body fused to GalR1 C-terminus | inhibition, % at 3 µM | AID 651719;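 active means inhibition above the screen-wide average plus 3 SD, cut at about 13% in these data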;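 further: forskolin and galanin both at EC90 stimulate the cells; cAMP rise reported by CNG channel membrane potential dye signal; 0% = forskolin plus galanin with DMSO and 100% = forskolin alone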
Target sequence (O60755 1-299 limits assumed): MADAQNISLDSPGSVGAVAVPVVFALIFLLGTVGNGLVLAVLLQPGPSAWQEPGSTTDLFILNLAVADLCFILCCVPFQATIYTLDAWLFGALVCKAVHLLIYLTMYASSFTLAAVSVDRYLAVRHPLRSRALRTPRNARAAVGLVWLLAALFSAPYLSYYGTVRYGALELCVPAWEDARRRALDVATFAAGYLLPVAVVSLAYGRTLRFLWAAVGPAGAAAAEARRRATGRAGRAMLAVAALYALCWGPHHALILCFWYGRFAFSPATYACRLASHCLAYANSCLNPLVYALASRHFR
IDE cell activ – activators of human insulin-degrading enzyme in cells | P14735 | activation, % at 5.96 µM | AID 493087 | 340,000 compounds, 0.073% hits | HEK cells, FAbeta-B cleavage, fluorescence polarization; 0% vehicle, 100% cell-free pure enzyme wells;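 active means activation above the mean of all tested compounds plus 3 SD, set per screening campaign, cut at about 17% in these data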
PHOSPHO1 inh – blocks human PHOSPHO1 phosphatase activity | recombinant PHOSPHO1, absorbance phosphatase assay | inhibition, % at 13.3 µM | 290,000 compounds, 1.1% hits | AID 1565; in the data active means inhibition above about 60%
Target sequence (Q8TCT1 whole entry, looked up): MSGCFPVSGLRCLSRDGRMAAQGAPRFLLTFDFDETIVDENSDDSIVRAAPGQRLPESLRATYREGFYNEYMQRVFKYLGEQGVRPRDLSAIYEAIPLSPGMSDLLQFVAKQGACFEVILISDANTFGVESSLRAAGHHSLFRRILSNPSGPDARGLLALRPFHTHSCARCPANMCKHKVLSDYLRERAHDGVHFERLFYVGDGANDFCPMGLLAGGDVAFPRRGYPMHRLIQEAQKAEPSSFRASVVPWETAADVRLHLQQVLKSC
pCIP destab – p/CIP protein destabilization; Q05BA5; F442A p/CIP-EGFP cells, EGFP fluorescence, 16 h; decrease of EGFP signal, % at 10 µM; 290,000 compounds, 0.01% hits; AID 1984;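 active means EGFP signal decrease of at least 30% at 10 µM or well 3 SD below plate mean, unless failing retest; inactive means the rest, including hits failing retest or dose response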; further: some compounds called inactive have numbers as strong as hits; many of its hits are not listed in these tables
* = called active by the depositor; . = no result given. No enrichment for hits. Share with any hit: about 4.2%.

molecule	MEKK3 PB1 HTS	CRFBP-R2 block	CHRM4 PAM	CRFR2-BP ag	IDE inh	GalR3 antag	IDE cell activ	PHOSPHO1 inh	pCIP destab
COc1ccccc1NC(=O)CCN1CCN(C)CC1	95	5	-1	-0.1	2	-3	3	1	-21
CSc1nc2c(c(=O)n1-c1ccc(C)cc1)SCC2	102	-7	-2	-0.6	-5	-3	-1	6	-1
Clc1ncccc1-c1nc2ccccc2n1Cc1ccccc1	98	-3	-7	0.9	1	.	-2	24	-19
COc1cc(OC)cc(C(=O)N[C@H](C(=O)NCc2ccc(F)cc2)C(C)C)c1	102	-7	0	-1.3	-1	-13	0	40	-6
CCCn1nnc(NC(=O)c2ccc(-c3cc(Cl)ccc3Cl)o2)n1	106	0	0	-0.2	-3	-4	0	6	-16
O=c1nc(NO)ccn1C1CCCO1 (stereo unspecified)	.	42	0	-1.8	.	-4	1	.	.
CCCc1cc(C(N)=O)c(NC(=O)c2ccco2)s1	92	-19	3	-1.9	4	-6	4	6	-3
COc1ccc(N2CCN(C(=O)CSc3nc4[nH]ncc4c(=O)n3-c3ccc(Br)cc3)CC2)cc1	102	13	-7	-0.5	12	-8	-10	3	8
CCC(=O)Nc1ccc(Cl)c(NC(=O)c2ccccc2OC)c1	68	1	9	1.0	6	-3	0	18	-6
COC(=O)c1c(NC(=O)CSc2n[nH]c(N)n2)sc(C)c1C	97	7	7	-2.0	5	-2	3	9	-7
Cc1ccc(-c2n[nH]c3c2C(c2ccccc2)N(c2ccc(C(=O)O)cc2)C3=O)cc1 (stereo unspecified)	97	5	15	-0.3	10	-6	4	22	-5
Cc1cnc(CN(C)Cc2nc(Cc3cccc(C(F)(F)F)c3)no2)[nH]1	91	-13	4	-1.0	-3	6	-3	32	-11
O=C(CSc1nnnn1-c1ccc(F)cc1)NCc1cccs1	90	-4	-9	-1.5	-5	-1	2	29	-12
CCn1c(SCC(=O)Nc2cccc(F)c2)nc2c(c1=O)SC(C)C2 (stereo unspecified)	105	10	2	0.5	3	1	-4	4	-3
COC(=O)c1c(NC(C)=O)sc(C(=O)Nc2ccccc2)c1C	83	-7	11	-0.3	2	7	2	5	0
Cc1cc(C)nc(NS(=O)(=O)c2ccc(NC(=O)Cn3c(=O)oc4ccccc43)cc2)n1	106	-1	-3	0.3	-2	0	1	-4	0
CC(C)Oc1cccc(C(=O)C2CCCN(C(=O)c3ccsc3)C2)c1 (stereo unspecified)	103	10	6	1.0	1	2	5	30	-7
COCCCNC(=O)C(F)(F)C(F)(F)C(=O)NCCCOC	105	-20	24	3.9	-1	1	-2	-12	2
N#Cc1cccc(S(=O)(=O)NCC(=O)OCC(=O)c2ccc[nH]2)c1	106	-3	8	-0.3	-8	5	8	52	-5
CC1CCCC(NC(=O)C2COc3ccccc3O2)C1C (stereo unspecified)	.	9	-4	0.8	2	-5	6	.	.
Cc1ccc(OCCCC(=O)Nc2ccc(Br)cc2)cc1	103	5	5	0.2	-3	1	4	5	-6
N#C/C(=C\c1ccc(Cl)cc1)c1n[nH]c(Cn2cncn2)n1	98	6	6	-1.3	3	-4	5	-6	2
O=C(O)c1cccnc1SCC(=O)C12CC3CC(CC(C3)C1)C2	72	5	6	-0.5	6	-6	1	52	-8
COc1cccc(OC2OC3COC(C)(C)OC3C(O)C2NC(C)=O)c1 (stereo unspecified)	77	-3	11	1.5	2	5	-4	22	5
CCOC(=O)Cc1csc(NS(=O)(=O)c2cc(Cl)ccc2Cl)n1	99	11	3	1.6	0	-9	5	20	-5
CCO[C@H]1OC(C(=O)N2CCCCCCC2)=C[C@@H](C)[C@@H]1CCCO	99	0	3	-2.3	3	-8	-2	16	0
COc1ccc(NC(=O)Nc2cc(C(C)(C)C)on2)cc1OC	100	-12	-8	0.1	-6	-2	3	25	-9
CCN(CC(=O)Nc1ccccc1C(F)(F)F)C(=O)c1oc2ccc(OC)cc2c1C	.	4	-6	0.0	-1	-5	3	.	.
C=CCN1C=CC(=C/C=C(/C#N)C(=O)OCC)C=C1	89	-35	3	71*	44*	-5	-43	-1	-15
O=C(c1cccc(Br)c1)N1CCCC1	98	-5	9	0.4	0	-5	2	3	7
FC(F)(F)c1ccc(CN2C[C@@H]3C(c4ccc(Cl)nc4)C4(c5ccccc5)CC3(C4)[C@H]2c2ccccc2)cc1 (stereo partly specified)	100	-3	-6	3.2	0	-5	-7	0	-4
Cc1cc(CNC(=O)C2CCC(=O)N(Cc3ccccc3F)C2)nn1C (stereo unspecified)	102	-2	-3	-0.8	5	-2	2	26	-6
CCOC(=O)C1CCN(C(=O)COC(=O)c2oc3ccccc3c2C)CC1	.	5	-1	0.8	-2	-3	-1	.	.
CCCCC(C(=O)O)C(C)CC(=O)NNC(=O)c1ccco1 (stereo unspecified)	90	49	-5	-0.4	-5	-7	7	37	-12
CC1(C)Cc2cccc(OCC(=O)OCC(=O)c3ccccc3)c2O1	.	-4	14	0.8	-1	-5	1	.	.
O=C(COC(=O)CNC(=O)c1ccc(-c2ccccc2)cc1)NCc1ccco1	104	-1	7	-0.1	4	-5	-1	-10	-4
Cc1cc(S(=O)(=O)N2CCN(Cc3ccc4c(c3)OCO4)CC2)cc(C)c1N1CCCC1=O	103	25	-2	1.7	1	-1	3	-6	7
CCc1ccc2[nH]c(C(=O)Nc3ccc(C)c(F)c3)cc2c1	97	-2	-4	-0.3	.	-3	1	2	9
Cc1cc(C)c2c(CC(=O)Nc3ccc(Cl)cn3)coc2c1	98	8	-6	0.8	1	-4	-1	11	-3
CCOC(=O)c1c(C)[nH]c(C(=O)OCC(=O)N(CC(C)C)C2CCS(=O)(=O)C2)c1C (stereo unspecified)	.	-4	6	-0.7	0	-2	1	.	.
COc1cc(CCC(=O)Nc2ccc(S(=O)(=O)N3CCCC3)cc2)cc(OC)c1OC	.	-7	3	-1.3	8	-2	6	.	.
O=C(NCCCn1ccnc1)c1cccnc1	102	13	8	-0.9	2	-3	3	8	-11
CC(C)(C)c1ccc(S(=O)(=O)CCc2ccccn2)cc1	100	12	7	-0.2	10	-3	5	-3	4
CCCC(C)c1nnc(NC(=O)c2cc(C(=O)OC)cc([N+](=O)[O-])c2)s1 (stereo unspecified)	99	-14	11	-3.3	0	-5	1	-7	-14
Nc1cccc(C(=O)Nc2ccc3nc(-c4cccnc4)[nH]c3c2)c1	107	-6	2	3.3	-3	-3	-4	-24	2
COc1ccc(N(CC(=O)NC2CCCCC2)C(=O)CCCC(=O)Nc2ccccn2)c(OC)c1	103	-1	-6	0.7	-5	-1	3	-2	-8
O=C(c1coc2ccc(O)cc12)C1CC1	99	11	-4	-2.3	3	-2	5	18	-9
O=C(NC1CCN(Cc2ccccc2)CC1)c1cc(Br)c(Br)[nH]1	105	-17	-19	-0.6	-3	-1	-3	46	8
Cc1ccc(N2CC(C(=O)N3CCc4ccccc4C3)CC2=O)cc1 (stereo unspecified)	102	-1	9	0.6	1	-2	3	26	-6
CCO[C@@H]1OC(C(=O)O)=C[C@H](C2CCCCC2)[C@H]1CCCO	81	9	9	-2.5	10	-6	2	40	-8

Continued:
molecule	MEKK3 PB1 HTS	CRFBP-R2 block	CHRM4 PAM	CRFR2-BP ag	IDE inh	GalR3 antag	IDE cell activ	PHOSPHO1 inh	pCIP destab
CC(=O)c1cccc(NC(=O)C2CCCN2S(=O)(=O)c2ccccc2C(F)(F)F)c1 (stereo unspecified)	.	19	-4	-0.9	.	-2	.	.	.
O=C(Nc1cccc(Cl)c1Cl)c1ccco1	.	-8	1	0.6	.	-4	.	.	.
CCOC(=O)CC1C(=O)NCCN1S(=O)(=O)c1cccc(C(F)(F)F)c1 (stereo unspecified)	103	20	-1	-2.5	-2	-5	9	-1	5
O=C(NCC(c1ccco1)N1CCCC1)c1cccc(S(=O)(=O)Nc2ccc(Br)cc2)c1 (stereo unspecified)	100	-17	-6	1.1	3	-3	2	0	6
COc1ccccc1N1CCN(C(=O)c2cc(=O)c3cc(C)cc(C)c3o2)CC1	100	11	8	-1.2	-10	2	-4	41	-23
COc1ccc(-n2c(CNC(=O)c3cc(OC)c(OC)c(OC)c3)n[nH]c2=S)cc1	102	8	8	-1.5	0	-6	-4	-83	4
FC(F)(F)c1cccc(Nc2cc(-c3ccccc3)nc3ncnn23)c1	93	8	11	-3.0	5	-3	0	17	-16
CC[C@]1(C(=O)OC)[C@H]2C(=O)N(Cc3ccccc3)C(=O)[C@H]2[C@H]2CN=C(SC)N21	.	-8	4	0.1	.	-4	0	.	.
CCC(C(=O)O)n1nc(-c2ccccc2)c2cc(Cl)ccc21 (stereo unspecified)	97	23	-2	-0.5	-5	-7	1	41	-5
Cc1cc(C)c(S(=O)(=O)c2ccccc2C)c(N(C)C)n1	104	11	14	-1.9	0	-3	-4	-4	-21

3 compounds from above, reduced to CHRM4 PAM, CRFR2-BP ag and PHOSPHO1 inh:
compound	CHRM4 PAM	CRFR2-BP ag	PHOSPHO1 inh
CC[C@]1(C(=O)OC)[C@H]2C(=O)N(Cc3ccccc3)C(=O)[C@H]2[C@H]2CN=C(SC)N21	4	0.1	.
CCC(C(=O)O)n1nc(-c2ccccc2)c2cc(Cl)ccc21 (stereo unspecified)	-2	-0.5	41
Cc1cc(C)c(S(=O)(=O)c2ccccc2C)c(N(C)C)n1	14	-1.9	-4

The listing continues.
molecule	MEKK3 PB1 HTS	CRFBP-R2 block	CHRM4 PAM	CRFR2-BP ag	IDE inh	GalR3 antag	IDE cell activ	PHOSPHO1 inh	pCIP destab
Cc1ccc(CNC(=O)C2CCC(CNc3c(N4CCC(C)CC4)c(=O)c3=O)CC2)cc1 (stereo unspecified)	92	9	6	-1.3	8	0	0	32	-8
CN(C)c1ccc(Nc2nc(N)c([N+](=O)[O-])c(N3CCOCC3)n2)cc1	107	-23	-6	-2.6	3	-1	3	-3	0
COC(=O)c1cn(C)c2ccc(S(=O)(=O)N3CCCCC3)cc2c1=O	92	8	0	-4.6	.	-4	0	-5	7
COc1ccc(/C=N/Nc2ncc(C(F)(F)F)cc2Cl)cc1OC	110	15	5	-3.0	3	-2	-3	-21	-14
COc1ccc(-c2ccc(=O)n(CC(=O)NCc3ccco3)n2)cc1	103	18	6	7.6	2	2	4	24	4
CC(NS(=O)(=O)c1ccc(Br)cc1)C(=O)Nc1nc2ccccc2[nH]1 (stereo unspecified)	.	0	-4	-1.4	-3	10	1	.	.
COc1ccc([C@H]2CC(=O)C=C(c3ccc(Cl)cc3C)C2)cc1	.	-3	-3	1.7	5	-6	-2	.	.
O=C(c1c(O)c2ccccc2oc1=O)C1CCC1	103	31	4	-0.8	-1	-1	5	20	-4
CCOC(=O)C1=C(C)NC(C)=C(C(=O)OCCNC(=O)c2cccnc2)C1c1cccc([N+](=O)[O-])c1 (stereo unspecified)	101	-16	-3	-3.1	3	.	-1	-5	0
CCC(CC)c1nnc(NC(=O)CCc2ccc(OC)cc2)s1	102	-47	2	-1.5	1	-11	3	3	-7
COc1ccc(CC(=O)NC(C)c2nnc(SCC(=O)Nc3cc(C)ccc3OC)n2C)cc1 (stereo unspecified)	104	-4	-6	-0.5	-1	-5	3	22	10
CCN(CC(=O)NCc1cccs1)C(=O)/C=C/c1ccc(OC)cc1OC	.	27	5	-1.5	9	-4	5	.	.
